ANO1 block: inhibitors of mouse TMEM16A calcium-activated chloride channel | Q8BHY3 | HEK293 TMEM16A/YFP iodide influx fluorescence, ionomycin | normalized B-score (activity score, 25-100; higher = stronger inhibition) at 10 µM | actives 1.2% (n = 310,000);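 active = ratio plate-corrected score three or more library SD toward inhibition, starting fluorescence score within five deviations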;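 note: score derived from kinetic fluorescence span divided by baseline fluorescence per well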
Target sequence (Q8BHY3 whole entry, looked up): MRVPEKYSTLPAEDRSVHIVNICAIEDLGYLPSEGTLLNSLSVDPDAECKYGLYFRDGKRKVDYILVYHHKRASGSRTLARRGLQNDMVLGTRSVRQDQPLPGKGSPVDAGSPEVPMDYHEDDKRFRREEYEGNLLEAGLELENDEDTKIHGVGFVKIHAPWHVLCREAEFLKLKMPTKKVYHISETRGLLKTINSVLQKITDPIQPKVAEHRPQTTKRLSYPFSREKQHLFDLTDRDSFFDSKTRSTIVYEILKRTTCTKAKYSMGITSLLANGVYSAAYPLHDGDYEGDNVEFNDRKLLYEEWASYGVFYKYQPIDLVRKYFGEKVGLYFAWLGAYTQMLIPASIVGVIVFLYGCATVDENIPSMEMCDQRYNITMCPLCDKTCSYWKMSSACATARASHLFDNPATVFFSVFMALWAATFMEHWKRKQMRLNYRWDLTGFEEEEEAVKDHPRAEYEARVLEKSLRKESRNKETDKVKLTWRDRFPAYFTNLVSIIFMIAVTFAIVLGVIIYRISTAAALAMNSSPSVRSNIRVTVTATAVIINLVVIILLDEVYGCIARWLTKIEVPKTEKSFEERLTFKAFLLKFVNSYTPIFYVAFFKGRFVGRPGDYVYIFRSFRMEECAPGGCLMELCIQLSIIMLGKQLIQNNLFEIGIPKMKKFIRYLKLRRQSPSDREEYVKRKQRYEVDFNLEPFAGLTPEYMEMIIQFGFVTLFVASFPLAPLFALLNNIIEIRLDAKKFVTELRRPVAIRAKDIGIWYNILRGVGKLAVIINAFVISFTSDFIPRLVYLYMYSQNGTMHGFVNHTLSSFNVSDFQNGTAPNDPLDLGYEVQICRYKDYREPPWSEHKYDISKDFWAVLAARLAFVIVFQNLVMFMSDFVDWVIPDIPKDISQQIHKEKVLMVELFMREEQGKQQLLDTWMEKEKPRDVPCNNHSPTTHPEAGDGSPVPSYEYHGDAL
MrgX1 antagonist: human MrgX1 receptor antagonism, primary screen; MRGX1-HEK293 calcium flux, Fluo-4, BAM8-22 antagonism; hits give low values; B-score at 10 µM; actives 1.3% (n = 310,000); AID 588676;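 active = calcium-response B-score plate-corrected more than 3 library SD below zero, starting fluorescence within 5 deviations, no agonist response on first addition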;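 note: peak minus trough fluorescence over baseline after final BAM8-22 challenge near maximal dose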
RGS4 inh: human RGS4 inhibition. P49798. HEK293 M3R/RGS4 inducible, Fluo-4 calcium flux; hits give high values; triggered by carbachol at its EC20. B-score at 10 µM. actives 0.45% (n = 310,000);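 active = B-score, a plate-corrected calcium signal, over three deviations above library mean, with baseline fluorescence within five deviations of library mean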;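 note: RGS4 expression induced by doxycycline in cells with stable M3 receptor; B-score is computed from the integrated fluorescence ratio over baseline after carbachol; higher B-score means a larger calcium signal and so more RGS4 inhibition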
TRPC6 inhibitor: mouse TRPC6 channel inhibition. B-score at 10 µM. AID 2553. HEK293-TRPC6, membrane potential dye, ACh-evoked depolarization; hits give low values. actives 1.1% (n = 310,000). Q61143;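 active = B-score under library mean minus 3 SD, initial fluorescence not abnormally high, positive integrated signal ratio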;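 note: B-score derived from integrated fluorescence ratio over the kinetic read; more negative B-score means stronger inhibition of depolarization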
SKKanGAS inh: blocks kanamycin growth of S. pyogenes SKKanGAS strain. actives 1.3% (n = 300,000). AID 1662. inhibition, % at 7.5 µM. BacTiter-Glo, 6 h;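 active = mean replicate score, as percent of positive control median, at least 50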;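 note: strain carries kanamycin resistance gene driven by streptokinase promoter and grows in 40 µg/ml kanamycin; loss of luminescence reflects streptokinase promoter inhibition or plain growth inhibition; 0% = median of DMSO wells and 100% = positive control at its reference dose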
TRPC6 act: mouse TRPC6 channel activation | Q61143 | HEK293-TRPC6 membrane potential dye fluorescence; hits give high values | B-score at 10 µM | actives 0.13% (n = 310,000) | AID 2550;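 active = B-score of the integrated fluorescence ratio above library mean plus 3 SD, and starting fluorescence ratio within library mean plus 5 SD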;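 note: higher score means more depolarization so channel activation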
ANO1 activ: mouse TMEM16A channel activation, primary screen; Q8BHY3; HEK293 TMEM16A/YFP-H148Q/I152L, iodide quench fluorescence; hits give low values; B-score at 10 µM; actives 0.3% (n = 340,000); AID 623877;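 active = fluorescence-ratio B-score plate-corrected deviation score at least 3 library SD below zero, with starting fluorescence score within 5 deviations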;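 note: channel opened by trigger with iodide after compound preincubation; score built on the fluorescence ratio of max minus min over baseline; more negative score means more quench and so TMEM16A activation or potentiation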
RGS4 act: RGS4 potentiation or activation | HEK293 M3R/inducible RGS4, carbachol calcium flux Fluo4; hits give low values | B-score at 10 µM | actives 0.92% (n = 310,000) | AID 463111;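 active = B-score of the integrated calcium signal more than 4 SD below the library mean, with starting fluorescence not abnormally high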;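 note: negative B-score means reduced calcium response which marks RGS4 activation or potentiation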
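Reagent: ECmax carbachol challenge; Test system: M3R-expressing HEK293 line, RGS4 induced by doxycycline; Schedule: overnight RGS4 induction, 30 min dye load 37 °C, 20 min compound RT; Detection: calcium dye Fluo4 fluorescence; Read-out: Agonist-evoked peak-minus-minimum fluorescence over baseline, integrated ratio, B score.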
MrgX1 PAM: human MrgX1 positive allosteric modulation, primary screen | Q96LB2 | MrgX1-HEK293, Fluo-4 calcium flux, FDSS; hits give high values | B-score at 10 µM | actives 0.63% (n = 310,000) | AID 588675;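 active = plate-corrected calcium response at least 3 library SD above typical, normal starting fluorescence, not activating the receptor alone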;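 note: compound read alongside a low EC10 to EC30 dose of BAM8-22 agonist; peak minus trough fluorescence over baseline measured at the second addition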
HDAC3 inhib: inhibitors of human histone deacetylase 3; AID 2718; actives 0.15% (n = 320,000); recombinant HDAC3, fluorogenic peptide/trypsin coupled, fluorescence; inhibition, % at 8.3 µM; O15379; in the data active = inhibition above about 26%, passing the limit was not always enough
MrgX1 agonist: human MrgX1 receptor agonism, primary screen | B-score at 10 µM | AID 588627 | MrgX1-HEK293 cells, Fluo-4 calcium fluorescence, agonist mode; hits give high values | actives 0.44% (n = 310,000) | Q96LB2;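 active = calcium response B-score plate-corrected fluorescence ratio at least 3 library SD, with starting fluorescence B-score inside 5 SD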
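Test system: HEK293 cells stably expressing human MrgX1 receptor; Input: fifteen thousand cells per well; Dosing: compound delivered in addition one of three; Schedule: overnight seeding, then 1 h dark dye loading; Technique: Fluo-4 NW calcium fluorescence; Measure: B-scored fluorescence response ratio; Controls: positive and negative controls per plate.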
* hit, by the source's call; i = inactive; / = no result given.

Order of values – ANO1 block	MrgX1 antagonist	RGS4 inh	TRPC6 inhibitor	SKKanGAS inh	TRPC6 act	ANO1 activ	RGS4 act	MrgX1 PAM	HDAC3 inhib	MrgX1 agonist
CCC(c1nnnn1Cc1cccs1)N1CCN(C(=O)c2ccco2)CC1 (stereo not drawn)
→ i	i	i	i	-2	i	i	i	7.1*	-9	i
Cc1[nH]n2c(=O)c3c(nc2c1-c1ccc(Cl)cc1)CCC3
→ i	i	i	i	28	i	i	i	i	-10	i
CC(C)(C)NC(=O)Nc1ccc(Br)cc1
→ i	i	i	i	5	i	i	i	i	-2	i
Cc1cc(C(=O)N/N=C/c2cccnc2)cs1
→ i	i	i	i	-1	i	i	i	i	-4	i
COc1cc2c(cc1OC)C(c1cccc(C)c1)CC(=O)N2 (stereo not drawn)
→ i	i	i	i	-10	i	i	i	i	-4	i
CN(Cc1ccccc1)C(=O)N[C@@H](Cc1ccccc1)C(=O)O
→ i	i	i	i	-3	i	i	i	i	7	i
Cc1cc(NC(=O)Cn2cc([N+](=O)[O-])cn2)no1
→ i	i	i	i	-8	i	i	i	i	-4	i
COC(=O)c1ccc(C2/C(=C(\O)c3ccc4c(c3)OCCO4)C(=O)C(=O)N2CCCN2CCOCC2)cc1 (stereo not drawn)
→ i	i	i	i	0	i	i	i	i	-7	i
Cc1cccc(C(=O)N2CCCCCC2)c1
→ i	i	i	i	1	i	i	i	i	0	i
CNC(=O)Nc1ccc(C2SCCS2)cc1
→ i	i	i	i	13	i	i	i	i	4	i
CCCCC(=Nc1ccccc1OC)C1=C(O)CC(c2ccccc2)CC1=O (stereo not drawn)
→ i	i	i	i	-4	i	i	i	i	0	i
Cc1ccc2nc(C)cc(NCCO)c2c1
→ i	i	i	-8.4*	3	i	i	i	i	-3	i
CC1CC1C(=O)OCC(=O)NCc1ccccc1Cl (stereo not drawn)
→ i	i	i	i	5	i	i	i	i	2	i
Cc1ccc2[nH]c3c(=O)n(Cc4ccccn4)cnc3c2c1
→ i	i	i	i	28	i	i	i	i	-23	i
CC(c1ccccc1)N1CCn2c(nc3cc(NC(=O)NC4CCCCC4)ccc32)C1 (stereo not drawn)
→ i	i	i	i	4	i	i	i	i	-8	i
Cn1cccc1Cc1nnc(SCC(=O)Nc2cccc(F)c2)n1-c1ccc(F)cc1
→ i	i	i	i	0	i	i	i	i	2	i
CCn1c(N2CCN(C(=S)NC)CC2)nc2ccccc21
→ i	i	i	i	4	i	i	i	i	-2	i
CC1=CC(C)(C)NC(=S)N1c1cccc(C)c1
→ i	i	i	i	-5	i	i	i	i	2	i
CCOC(=O)c1c(NC(=O)c2ccccc2C)sc2c1CC(C)(C)OC2
→ i	i	i	i	-12	i	i	i	i	6	i
Cc1ccccc1NC(=O)CCN1CCCC1
→ i	i	i	i	-9	i	i	i	i	-1	i
O=C(NC(=S)NNC(=O)c1ccccc1O)c1cccs1
→ i	i	i	i	90*	i	i	i	i	2	132*
Cc1ccc(C(=O)N/C(=C\c2cn(C)c3ccccc23)C(=O)NCCCN2CCOCC2)cc1
→ i	i	i	i	-3	i	i	i	i	6	i
O=C(O)/C=C/C(=O)NC1CC1
→ i	i	i	i	7	i	i	i	i	2	i
CN1C(=O)C(C)(C)c2cc(S(=O)(=O)NCC3CCC(C(=O)NCc4ccccc4)CC3)ccc21 (stereo not drawn)
→ i	i	i	i	-1	i	i	i	i	5	i
COc1ccc(N(CCC#N)S(=O)(=O)c2ccc(Cl)cc2)cc1
→ i	i	i	i	-4	i	i	i	i	8	i
Cc1ccc(N(C(=O)c2ccncc2)C2C=CS(=O)(=O)C2)cc1 (stereo not drawn)
→ i	i	i	i	-3	i	i	i	i	3	i
COc1ccc(OC)c2c1sc(=NC(=O)C(C)C)n2C
→ i	i	i	i	3	i	i	i	i	6	i
Cn1c(=O)[nH]c(=O)c2c1nc(OC(=O)c1ccccc1)n2CC(O)COc1ccccc1 (stereo not drawn)
→ i	i	i	i	-1	i	i	i	i	-6	i
COc1ccc(NC(=O)CN(C)S(=O)(=O)c2ccc3c(c2)CC(C)N3C(C)=O)c(OC)c1 (stereo not drawn)
→ i	i	i	i	8	i	i	i	i	0	i
COc1ccc(-c2nn(-c3ccccc3)cc2C2CC(c3cccs3)=NN2C(=O)CCC(=O)O)cc1 (stereo not drawn)
→ i	i	i	i	15	i	i	i	i	-10	i
CCOC(=O)CSc1nc(N)nc(C)c1Cl
→ i	i	i	i	6	i	i	i	i	4	i
O=C(NN=C1c2ccccc2-c2ccccc21)c1ccccn1
→ i	i	i	i	-14	i	i	i	i	6	i
O=C(c1ccc(CSc2ccc(Cl)cc2)cc1)N1CCCC1
→ i	i	i	i	2	i	i	i	i	3	i
O=C(O)/C=C\C(=O)Nc1ccccc1C(=O)NCc1ccccc1
→ i	i	i	i	5	i	i	i	i	3	i
CCOc1ccc(-n2c(=S)sc3c(=O)[nH]c(SCC(=O)NC(C)CC)nc32)cc1 (stereo not drawn)
→ i	i	i	i	21	i	i	i	i	4	i
O=C(NN1CCOCC1)c1ccccc1
→ i	i	i	i	-13	i	i	i	i	4	i
O=C(NCc1ccccc1)c1cc(-c2ccncc2)nc2ccccc12
→ i	i	i	i	-10	i	/	i	i	0	i
COc1ccc(N/C=C/C(=O)c2cc(OC)c(OC)c(OC)c2)cc1
→ i	i	i	i	-1	i	i	i	i	9	i
O=C(CSc1nnnn1C1CCCCC1)Nc1cccc(NC(=O)c2ccco2)c1
→ i	i	i	i	-4	i	i	i	i	10	i
NC(=O)c1ccc(NC(=O)CCN2C(=O)c3ccccc3C2=O)cc1
→ i	i	i	i	2	i	i	i	i	1	i
COc1ccccc1CNC(=O)c1cccc(-c2ccc(C)c3ccccc23)n1
→ i	i	i	i	20	i	/	i	i	1	i
CCn1c(SCC(=O)c2[nH]c(C)c(C(C)=O)c2C)nnc1-c1cccs1
→ 25*	i	i	i	4	i	i	i	i	0	i
CCN(CC)C(=O)Cn1c(=O)n(-c2ccccc2)c(=O)c2c3c(sc21)CCC3
→ i	i	i	i	3	i	i	i	i	0	i
Cc1nn(C)cc1CNC(=O)Nc1ccc(Cl)cc1
→ i	i	i	i	-7	i	i	i	i	4	i
CC1(C(=O)NCCCNc2ncc(C(F)(F)F)cc2Cl)C=CC2(CCCCC2)N1C(=O)c1ccccc1 (stereo not drawn)
→ /	/	i	i	5	i	/	i	/	/	/
O=c1[nH]c(=O)n(Cc2ccccc2)c2c1CCC2
→ i	i	i	i	4	i	i	i	i	4	i
COC(=O)c1ccc(OCC(O)CN(CCO)CCO)cc1 (stereo not drawn)
→ i	i	i	i	-6	i	i	i	i	-3	i
O=C(Cc1cccs1)Nc1cccc([N+](=O)[O-])c1
→ i	i	i	i	-11	i	i	i	i	1	i
CCc1ccccc1NC(=O)Nc1cccn(Cc2ccccc2F)c1=O
→ i	i	i	i	14	i	i	i	i	-6	i
c1ccc(C2=NN(c3ccccc3)C(c3ccco3)C2)cc1 (stereo not drawn)
→ i	i	i	i	7	i	i	i	i	4	i

No new results follow: entries from further up.
Order of values – ANO1 block	MrgX1 antagonist	RGS4 inh	TRPC6 inhibitor	SKKanGAS inh	TRPC6 act	ANO1 activ	RGS4 act	MrgX1 PAM	HDAC3 inhib	MrgX1 agonist
O=c1[nH]c(=O)n(Cc2ccccc2)c2c1CCC2
→ i	i	i	i	4	i	i	i	i	4	i
COC(=O)c1ccc(OCC(O)CN(CCO)CCO)cc1 (stereo not drawn)
→ i	i	i	i	-6	i	i	i	i	-3	i

Following part
Order of values – ANO1 block	MrgX1 antagonist	RGS4 inh	TRPC6 inhibitor	SKKanGAS inh	TRPC6 act	ANO1 activ	RGS4 act	MrgX1 PAM	HDAC3 inhib	MrgX1 agonist
OC1CCCN(CC(O)COC(c2ccc(F)cc2)c2ccc(F)cc2)C1 (stereo not drawn)
→ i	i	i	i	-3	i	i	i	i	0	i
CCOc1ccccc1NC(=O)CN1C(=O)COc2ccc(S(=O)(=O)N3CCOCC3)cc21
→ i	i	i	i	-2	i	i	i	i	5	i
O=C(CSC1=NS(=O)(=O)c2cc(F)ccc2N1)NCc1ccccc1
→ i	i	i	i	-7	i	i	i	i	2	i
O=C(Cn1cnc2ccccc2c1=O)OCC(=O)c1ccc2c(c1)OCCO2
→ i	i	i	i	-3	i	i	i	i	7	i
CCc1ccc(N(C(=O)C(F)(F)F)C(C(=O)NC2CCCCC2)c2ccncc2)cc1 (stereo not drawn)
→ i	i	i	i	0	i	i	i	i	-8	i
CC(C)(C)NC(=O)c1ccc(Cn2cc(C(F)(F)F)ccc2=O)cc1
→ i	i	i	i	4	i	i	i	i	0	i
COC(=O)c1c(NC(=O)C2C3CCC(O3)C2C(=O)O)sc2c1CCCCCC2 (stereo not drawn)
→ i	i	i	i	-7	i	i	i	i	2	i
COC(=O)CNC(=O)c1cccc(-c2ccc(OC)cc2)c1
→ i	i	i	i	-1	i	i	i	i	1	i
Cc1c(C=O)c2ccccc2n1CCOc1ccccc1
→ i	i	i	i	4	i	i	i	i	3	i
CC(=O)Nc1ccc(N/C=C2/CCCC2=O)cc1
→ i	i	i	i	-6	i	i	i	i	4	i
COc1ccc(CN2CCCC(C(=O)N(C)Cc3ccccc3)C2)cc1OC (stereo not drawn)
→ i	i	i	i	-7	i	i	i	i	8	i
Cc1nnc(SCC(N)=O)n1CCc1ccccc1
→ i	i	i	i	-2	i	i	i	i	-4	i
CCOC(=O)c1c(-c2ccccc2Cl)csc1NC(=O)CSc1nc(C)cc(=O)[nH]1
→ i	i	i	i	24	i	i	i	i	0	i
Cc1cc(C)cc(-n2ncc3c2CCCC3NC(=O)CCCn2cncn2)c1 (stereo not drawn)
→ i	i	i	i	2	i	i	i	i	-3	i
O=C(COc1ncnc2sccc12)Nc1ccc2c(c1)OCCO2
→ i	i	i	i	4	i	i	i	i	1	i
NC1=NC(=Nc2cccc(S(=O)(=O)N3CCOCC3)c2)c2ccccc21
→ i	i	i	i	4	i	i	i	i	/	i

Screening results (PubChem BioAssay)

Outcome played no part in choosing rows; about 6.7% have a hit in one of these screens.
